EPAC2 ag – qHTS for Agonist of cAMP-regulated guanine nucleotide exchange factor 4 (EPAC2): primary screen; Rap guanine nucleotide exchange factor 4 (Homo sapiens), Q8WZA2; EPAC2 activation, biochemical qHTS; response scale: 100% = 6.5 mM cAMP response; Potency, µM (titrated, usually from 154 µM), for the others: at the highest dose activation, hits mostly activators; 360,000 tested, 0.079% active; AID 720711, 2013; further: potency means the concentration at half of the fitted maximal effect; nearly all actives have a fitted effect of over 50% in size
Target sequence (Q8WZA2 whole entry, looked up): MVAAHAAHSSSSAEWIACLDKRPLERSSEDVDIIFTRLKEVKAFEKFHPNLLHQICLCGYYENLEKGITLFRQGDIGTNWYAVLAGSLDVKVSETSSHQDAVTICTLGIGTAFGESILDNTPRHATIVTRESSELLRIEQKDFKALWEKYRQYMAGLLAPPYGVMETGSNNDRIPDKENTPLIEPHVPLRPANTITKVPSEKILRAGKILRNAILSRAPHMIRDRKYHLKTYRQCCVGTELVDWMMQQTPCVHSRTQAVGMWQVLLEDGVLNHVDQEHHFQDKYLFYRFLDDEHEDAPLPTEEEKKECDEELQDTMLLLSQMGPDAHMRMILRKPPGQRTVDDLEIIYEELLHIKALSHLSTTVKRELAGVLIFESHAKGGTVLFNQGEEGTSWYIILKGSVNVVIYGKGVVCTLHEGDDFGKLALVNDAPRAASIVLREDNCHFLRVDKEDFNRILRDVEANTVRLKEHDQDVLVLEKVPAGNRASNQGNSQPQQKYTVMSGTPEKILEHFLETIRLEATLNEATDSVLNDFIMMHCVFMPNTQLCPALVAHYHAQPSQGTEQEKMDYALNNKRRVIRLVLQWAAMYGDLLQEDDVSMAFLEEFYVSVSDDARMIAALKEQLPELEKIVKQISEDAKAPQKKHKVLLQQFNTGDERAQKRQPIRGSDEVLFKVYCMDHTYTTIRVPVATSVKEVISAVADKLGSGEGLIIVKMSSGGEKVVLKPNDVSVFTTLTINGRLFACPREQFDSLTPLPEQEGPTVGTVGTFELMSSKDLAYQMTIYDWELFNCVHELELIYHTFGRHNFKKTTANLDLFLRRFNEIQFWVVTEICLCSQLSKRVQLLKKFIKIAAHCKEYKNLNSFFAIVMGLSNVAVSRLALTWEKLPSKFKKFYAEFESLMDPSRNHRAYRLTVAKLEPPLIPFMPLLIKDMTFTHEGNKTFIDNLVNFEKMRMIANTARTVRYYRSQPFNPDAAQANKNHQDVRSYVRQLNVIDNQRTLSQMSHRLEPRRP
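Each well held 100 nM EPAC2, 250 nM RAP1B-BODIPY-GDP and 50 uM GDP. Fluorescence, read at 5-min intervals to 30 min, was referenced to a 6.5 mM cAMP positive control.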
MmCpn inh – Inhibitors of TCP-1 ring complex (TRiC) of Methanococcus maripaludis (MmCpn): qHTS; purified Mm-Cpn ATPase, ADP Transcreener TR-FRET; Potency, µM (doses to about 76.9 µM), for the others: at the top dose activity, negative = inhibition, hits mostly inhibitors; Chaperonin Mm-Cpn (Methanococcus maripaludis); 330,000 tested, 0.031% active; AID 504842, 2011; further: potency means the concentration at half of the fitted maximal effect; on the % scale 0 is the no-effect control and ±100 the full control effect; nearly all actives have a fitted effect of over 80% in size
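Compound-treated chaperonin, 25 nM final, turns over 10 uM ATP at 37°C for 30 min following a 10 min preincubation; ADP generated competes with ADP-d2 for Eu-cryptate antibody, lowering FRET.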
A549 tox – Nrf2 qHTS screen for inhibitors: counterscreen for cytotoxicity; 390,000 tested, 0.16% active; A549 ARE-Fluc cells, CellTiter-Fluor viability, 18-24 h; AID 504648, 2011; Potency, µM (series often up to 46 µM), without a hit: at the highest dose activity change, negative = cytotoxicity, hits mostly inhibitors; further: potency means the concentration at half of the fitted maximal effect; on the % scale 0 is the no-effect control and ±100 the full control effect
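A549 ARE-Fluc cells in 5% FBS OPTI-MEM, 5000 cells/well, rested 2 h then exposed to compounds in concentration-response for 18-24 h at 37 °C. Viability by CellTiter-Fluor fluorescence (Ex 405/Em 525) after 30 min; luciferase luminescence (BugLite, 15 min, RT) read afterwards.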
CCT chaperon mod – High-Throughput Screening for Modulators of Cytosolic Chaperonin Activity; purified chaperonin ATPase assay, HTRF ADP detection, 30 min; 360,000 tested, 0.3% active; activity change, % (test concentration not listed), hits read low; in the data active means activity change below about -30%; further: on the % scale 0 is the no-effect control and ±100 the full control effect
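Nucleotide hydrolysis assay: TRiC at 20–40 nM final (set by batch activity) with 10 uM ATP, 30 min at 37 °C, in presence of 76 uM compound. Detection by competitive ADP HTRF, 30 min ambient.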
TGFb SMAD3 inh – qHTS for Inhibitors of TGF-b; HepG2 CAGA-GFP TGF-b/SMAD3 reporter, GFP fluorescence, 18 h; TGF-beta stimulated, 500 pg/mL final; 410,000 tested, 1.2% active; Potency, µM (titrated, usually from 46.1 µM), for the others: at the top dose activity, negative = inhibition, most hits filed as inhibitors; further: potency means the concentration at half of the fitted maximal effect; on the % scale 0 is the no-effect control and ±100 the full control effect; nearly all actives have a fitted effect of over 65% in size
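Per well, imaged GFP fluorescence of HEPG2 CAGA-GFP cells gives the signal; cells get compound, then TGF-beta (500 pg/mL final), 18 h at 37 degrees C; %Activity versus -TGF-beta and +DMSO controls.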
EPAC2 antag – qHTS for Antagonist of cAMP-regulated guanine nucleotide exchange factor 2 (EPAC2): primary screen | 360,000 tested, 0.18% active | AID 720708, 2013 | EPAC2 GEF exchange of Rap1B-BODIPY-GDP, fluorescence | Rap guanine nucleotide exchange factor 4 (Homo sapiens), Q8WZA2 | Potency, µM (series often up to 114 µM), without a hit: top-dose activity, negative = inhibition, most hits filed as inhibitors; further: potency means the concentration at half of the fitted maximal effect; on the % scale 0 is the no-effect control and ±100 the full control effect; nearly all actives have a fitted effect of over 45% in size; many of its hits are not listed in these tables
Nrf2 block – Nrf2 qHTS screen for inhibitors; 360,000 tested, 2.1% active; A549 ARE-Fluc reporter, luciferase luminescence, 18-24 h; AID 504444, 2011; Potency, µM (series often up to 46 µM), for the others: top-dose activity change, negative = inhibition, actives largely listed as inhibitors; further: potency means the concentration at half of the fitted maximal effect; on the % scale 0 is the no-effect control and ±100 the full control effect; nearly all actives have a fitted effect of over 60% in size
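Quantitative HTS in A549 cells stably bearing an antioxidant response element-firefly luciferase construct. Inhibition of Nrf2-driven transcription was scored by luminescence after 18-24 h of compound exposure at 37 °C.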
pAkt inh – HTS Assay for Inhibitors of Akt Phophorylation: Primary Screen; activity change, % for hits at 50 µM; Neuro2A IGF-stimulated pAkt S473 HTRF, 20 min; active compounds read low; 360,000 tested, 0.32% active; in the data active means activity change below about -80%; inconclusive means mostly about -51% to -80%; further: on the % scale 0 is the no-effect control and ±100 the full control effect
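Neuro2A cells (4,500/well, DMEM with 0.5% FBS) were treated with compound at a single 50 µM final concentration, stimulated with 6 nM IGF for 20 min at 37 °C, and lysed. Phospho-Akt Ser473 was read by HTRF as 665/615 ratio ×10^4.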
Nrf2 ARE act – qHTS of Nrf2 Activators. AID 624171, 2012. Potency, µM (titrated, usually from 46.1 µM), for inactives: at the top dose activation, usual class: activators. AREc32 ARE-luciferase reporter (MCF7-derived line), luminescence, 24 h. 410,000 tested, 0.31% active; further: potency means the concentration at half of the fitted maximal effect; % of control where 0% means no effect; nearly all actives have a fitted effect of over 65% in size
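ARE-driven firefly luciferase activity in AREc32 cells measured after a 24 hr compound exposure at 37 deg C, using Steady-Glo reagent and a 30 min room-temperature hold.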
* marks the source's active call; other numbers are inactive results; i = inactive; u = inconclusive; x = not tested or not shown; [ ] = another dose, or the depositor's remark. Unless noted, the call rests on the fitted dose curve; in most records, active means well fitted curve in the direction sought with a large enough effect; inconclusive means small, poorly fitted or top-dose-only effect, or another doubt; inactive means no such curve, though single readings can be large; an effect the other way counts as inactive or inconclusive.

SMILES	EPAC2 ag	MmCpn inh	A549 tox	CCT chaperon mod	TGFb SMAD3 inh	EPAC2 antag	Nrf2 block	pAkt inh	Nrf2 ARE act
Cc1ccc(OCC(=O)Nc2ccc([N+](=O)[O-])cc2)cc1	-2%	0%	-6%	-0.8	0%	0%	-16%	i	0.2%
CCN(CC)CCCNC(=O)c1c2c(nc3ccccc13)C(=O)N(C1CCCCC1)C2	x	x	-1%	x	8%	x	-7%	x	0.3%
COc1ccc(-c2csc(C(O)c3cccc(Cl)c3)n2)cn1 (configuration not stated)	6%	x	x	-2.0	-8%	8%	x	i	4.8%
Cc1cc(-c2ccc(S(=O)(=O)NCc3ccc(Cl)cc3)cc2)on1	-4%	x	x	-17	2%	8%	x	i	-0.7%
CCCCCC(=O)N1C[C@@H](O)[C@H](n2cc(-c3ccc(F)cc3)nn2)C[C@@H]1c1ccc(Cl)cc1	-3%	x	x	-0.2	u	0%	x	i	-2.3%
CCC(CC)C(=O)NCCN1CCN(C(=O)C(CC)CC)CC1	6%	-1%	3%	-0.4	2%	-7%	-7%	i	0.6%
Cc1onc(-c2ccccc2)c1C(=O)n1cccn1	1%	0%	-2%	-0.2	-2%	0%	0%	i	0.0%
CCN(CC)S(=O)(=O)c1cccc(NN=c2c(=O)c3ccccc3c2=O)c1	-1%	1%	2%	0.3	-1%	-8%	1%	i	0.3%
CC(C)COC(=O)Nc1nnc(SCCOc2ccccc2)s1	-1%	0%	3%	0.9	-28%	8%	-24%	i	0.6%
CC12CCC(=O)N1C(C(=O)N1CCN(S(=O)(=O)c3cccc(Cl)c3)CC1)CS2 (configuration not stated)	0%	-8%	-2%	-0.3	8%	12%	-10%	i	-0.5%

Sorted by value in Nrf2 block (largest number first): four from the list above
Compound,EPAC2 ag,MmCpn inh,CCT chaperon mod,TGFb SMAD3 inh,EPAC2 antag,Nrf2 block,pAkt inh,Nrf2 ARE act
Cc1onc(-c2ccccc2)c1C(=O)n1cccn1,1%,0%,-0.2,-2%,0%,0%,i,0.0%
CC12CCC(=O)N1C(C(=O)N1CCN(S(=O)(=O)c3cccc(Cl)c3)CC1)CS2 (configuration not stated),0%,-8%,-0.3,8%,12%,-10%,i,-0.5%
Cc1ccc(OCC(=O)Nc2ccc([N+](=O)[O-])cc2)cc1,-2%,0%,-0.8,0%,0%,-16%,i,0.2%
CC(C)COC(=O)Nc1nnc(SCCOc2ccccc2)s1,-1%,0%,0.9,-28%,8%,-24%,i,0.6%

Further results:
SMILES	EPAC2 ag	MmCpn inh	A549 tox	CCT chaperon mod	TGFb SMAD3 inh	EPAC2 antag	Nrf2 block	pAkt inh	Nrf2 ARE act
COc1cc(SC)ccc1C(=O)NCCc1ccccc1	9%	0%	-3%	-0.8	-27%	3%	u	i	4.0%
O=C(CSCc1c(F)cccc1Cl)NCCSCc1ccco1	6%	-3%	3%	-3.7	-20%	-3%	-11%	i	5.1%
COc1ccc(Cl)cc1N(CC(=O)N1CCCCCC1)S(C)(=O)=O	4%	0%	0%	0.0	15%	12%	16%	i	0.4%
CC(=O)NC(c1ccc(F)c(F)c1)c1nc(-c2cnn(C)c2)cs1 (configuration not stated)	9%	x	x	-0.7	6%	-16%	x	i	-0.8%
Cc1ccccc1NC(NC(=O)c1cccnc1)C(Cl)(Cl)Cl (configuration not stated)	9%	4%	0%	2.8	-12%	-14%	-8%	i	-0.6%
O=C(NCc1cccc(F)c1)C1CCCN(C(=O)N2CCOc3ccccc32)C1 (configuration not stated)	x	x	2%	x	-17%	x	2%	x	0.3%
CCOc1ccc(/C=C(/NC(=O)c2ccc(Cl)cc2)C(=O)O)cc1OCC	1%	2%	-9%	2.2	4%	9%	5%	i	-0.3%
Clc1ccc(CN2CCCCCC2)cc1	2%	2%	-1%	-0.5	-11%	-10%	3%	i	0.5%
COc1cc(OC)c(C2C3=C(CCCC3=O)Nc3nc4ccccc4n32)cc1OC (configuration not stated)	-7%	-3%	-17%	-4.1	-10%	-7%[57.1 µM]	-19%	i	1.0%
Cc1cc(C)cc(NC(=O)C2CCCN2S(=O)(=O)c2ccc3c(c2)n(C)c(=O)c(=O)n3C)c1 (configuration not stated)	3%	1%	1%	1.3	-2%	-4%	-3%	i	0.4%
CC1CCc2cc(F)ccc2N1C(=O)CSc1nnc2c(n1)[nH]c1ccc(F)cc12 (configuration not stated)	-5%	1%	u	-6.2	-1%	5%	21µM*	i	0.2%
Cc1cc(=O)n2[nH]c(CCC(=O)O)nc2n1	7%	-1%	4%	-1.1	0%	2%	2%	i	-0.9%
O=C1c2oc3ccc(F)cc3c(=O)c2C(c2ccccc2)N1CC1CCCO1 (configuration not stated)	-9%	-16%	-5%	-1.0	u	9%	x	x	-0.1%
Cc1nc2sc(C)c(C)n2c(=O)c1S(=O)(=O)NCCc1ccc(Cl)cc1	x	x	17%	x	-6%	x	10%	x	-0.8%
Cc1cc(C)n(-c2ccc(C(=O)OCC(=O)Nc3ccc(S(N)(=O)=O)cc3)cc2)n1	11%	-1%	-4%	-2.1	5%	-1%	-2%	i	0.2%
Nc1ccc(S(=O)(=O)NC2=NCCCCC2)cc1	3%	1%	-1%	-0.7	-4%	-2%	6%	i	-0.3%
Cc1cccc(N(CC(=O)NCc2ccco2)C(=O)CCC(=O)Nc2nccs2)c1C	14%	1%	12%	-1.8	10%	-6%	8%	i	0.7%
CCc1ccc(NC(=O)c2ccc3c(c2)c(C)c(C)n3Cc2ccccc2)cc1	x	x	-16%	x	-21%	x	u	x	0.0%
CCOc1ccc(CCNC(=O)c2csc3c2CCCCC3)cc1	x	x	15%	x	-21%	x	-11%	x	2.8%
CCc1ccc(C(=O)c2cn(CC(=O)NCCc3ccccc3)c3nc(C)ccc3c2=O)cc1	x	x	-19%	x	-13%	x	u	x	-0.7%
O=C(/C=C/c1ccco1)N1CCN(c2ccc(F)cc2)CC1	-13%	1%	-2%	1.2	-19%	6%	-14%	i	8.1%
COc1cc(NC(=O)Cn2cnc3c(nc4n3CCCCC4)c2=O)cc(OC)c1OC	-1%	2%	0%	-0.2	9%	4%	u	i	0.2%
Cc1ccc(F)cc1NC(=O)CCC(=O)c1cccs1	-12%	2%	0%	0.3	1%	6%	7%	i	-0.5%
CCc1cc(C)cc(OCCNC(=O)c2ncn[nH]2)c1	8%	-1%	1%	1.2	1%	4%	3%	i	-0.9%
N#Cc1cc2ccccc2nc1SCC(=O)Nc1ccc(S(=O)(=O)N2CCCC2)cc1	3%	1%	0%	-6.3	9%	-3%	u	i	-0.6%
Cc1cc(NC(=O)CSc2nnc(NCc3ccco3)s2)no1	11%	-2%	-1%	0.5	9%	5%	10%	i	-0.2%
Cc1cccc(C(=O)N(Cc2nc3ccccc3c(=O)[nH]2)C2CCCCC2)c1	-2%	0%	u	1.0	0%	-1%	-29%	i	0.2%
COc1ccc(Cl)cc1NC(=O)NCc1ccccn1	8%	-2%	3%	-2.1	-4%	3%	u	i	-0.3%
O=C(CN1C(=O)NC2(CCCCC2)C1=O)NCCCSc1ccccc1	1%	1%	0%	-2.2	1%	3%	-23%	i	0.3%
Cc1cccc(C)c1NC(=O)CN(C)C(=O)c1ccccc1Cc1ccccc1	1%	1%	1%	2.5	-2%	11%	1%	i	0.6%
COc1ccccc1NC(=O)COc1ccc(/C=N/NC(=O)CSCc2ccc(Cl)cc2)cc1	-7%	1%	-3%	1.2	-8%	0%	-18%	i	2.4%
CCOC(=O)C1(Cc2cccc(F)c2)CCN(Cc2cnn(CC)c2C)CC1	9%	0%	7%	-2.1	-1%	15%	-12%	i	-0.8%
CCOC(=O)c1ccc(NC(=O)CCSCCc2ccccn2)cc1	5%	2%	0%	0.7	-11%	-9%	7%	i	0.0%
O=[N+]([O-])c1cccc(N2Cc3ccccc3C2)c1	10%	5%	1%	-1.3	19%	12%	2%	i	u
Cc1ccc(C(=O)n2cnnc2N)cc1	1%	1%	0%	-3.3	-4%	-1%	8.2µM*	i	-1.5%
O=C(COc1ccccc1F)Nc1ccc(N2CCOCC2)cc1N1CCOCC1	0%	-5%	-7%	1.5	-1%	5%	1%	i	-0.8%
OC(COC(c1ccc(F)cc1)c1ccc(F)cc1)CN1CCCC1 (configuration not stated)	7%	0%	-1%	1.6	0%	0%	u	i	-1.2%
COc1cccc(-c2cc(C(F)(F)F)n3ncc(C(=O)O)c3n2)c1	5%	-3%	0%	-3.6	-2%	1%	2%	i	1.0%
COc1ccc(Cl)cc1NC(=O)Nc1ccc(C(=O)N2CCCC2)cc1	-8%	1%	-15%	-1.7	0%	-6%	3%	i	3.5%
CN(CC(=O)Nc1ccccc1Cl)C1CCCCC1	10%	3%	4%	-2.7	0%	5%	-9%	i	-0.2%
CN(Cc1ccc(F)cc1)C(=O)c1cc(S(=O)(=O)N2CCCCC2)ccc1N1CCOCC1	-7%	-7%	3%	0.7	3%	16%	-17%	i	-0.5%
O=C(O)c1ccccc1N(c1ccccc1)c1ccccc1	-2%	x	1%	1.4	-2%	u	-22%	i	2.4%
O=[N+]([O-])c1ccc(F)cc1OCc1nc(-c2cccs2)no1	11%	2%	-16%	-2.0	3%	-13%	u	i	u
COc1cccc(Nc2nc3ccc(C)cc3nc2-n2nc(C)cc2C)c1	x	x	0%	x	-5%	x	16%	x	0.5%
C[C@@H]1CN([C@@H](C)CO)C(=O)c2cc(Br)cnc2O[C@H]1CN(C)C(=O)CN1CCOCC1	10%	x	x	-1.4	2%	-1%	x	i	-0.2%

Some of the compounds tested (hit frequency here may not be typical).
